# 12-LOX inh = Primary qHTS assay for inhibitors of human arachidonate 12S-lipoxygenase (ALOX12): Round 2. Potency, µM (doses to about 108 µM), for inactives: at the highest dose activity change, negative = inhibition, hits mostly inhibitors. 580,000 tested, 1.1% active. purified 12hLO, xylenol orange hydroperoxide absorbance. AID 1671190, 2021; further: potency means the concentration at half of the fitted maximal effect; on the % scale 0 is the no-effect control and ±100 the full control effect
#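 Purified human 12hLO (150 nM final) in 25 mM Hepes, 0.01% Triton X-100, pH 7.0 was preincubated 15 min at room temperature with compound. Then 40 uM arachidonic acid was added, 30 min. Hydroperoxide was read by Fe-XO absorbance ratio 573/405 nm.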
# Pol iota inh = qHTS for Inhibitors of Polymerase Iota. Pol iota fluorescent replication assay, 10 min. Potency, µM (doses to about 115 µM), inactives show at the highest dose activity, negative = inhibition, usual class: inhibitors. AID 588590, 2011. 390,000 tested, 1% active; further: potency means the concentration at half of the fitted maximal effect
#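 Fluorescent replication assay read twice, at 0 min and 10 min after adding 50 nM (final) substrate. Enzyme (10 nM) and compounds were first incubated 15 min at room temperature; enzyme-free buffer wells were negative controls.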
# POLK inh = qHTS for Inhibitors of Polymerase Kappa | purified Pol kappa, fluorescent DNA synthesis assay, 10 min | DNA polymerase kappa (Homo sapiens), Q9UBT6 | 400,000 tested, 0.53% active | Potency, µM (top dose mostly 107 µM), without a hit: top-dose activity, negative = inhibition, usual class: inhibitors; further: potency means the concentration at half of the fitted maximal effect; on the % scale 0 is the no-effect control and ±100 the full control effect
#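 50 nM final substrate added after 15 min RT preincubation of 10 nM Pol kappa with compound; fluorescence read at 0 and 10 min.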
# Anesthetic bind = qHTS Assay for Identification of Novel General Anesthetics. Ferritin light chain (Equus caballus), P02791. apoferritin/1-aminoanthracene competitive binding, fluorescence. Potency, µM (doses to about 77.5 µM), inactives show at the highest dose activity change, negative = displacement, most hits filed as inhibitors. 350,000 tested, 0.074% active; further: potency means the concentration at half of the fitted maximal effect; on the % scale 0 is the no-effect control and ±100 the full control effect; nearly all actives have a fitted effect of over 20% in size
# Target sequence (P02791 2-175 limits assumed): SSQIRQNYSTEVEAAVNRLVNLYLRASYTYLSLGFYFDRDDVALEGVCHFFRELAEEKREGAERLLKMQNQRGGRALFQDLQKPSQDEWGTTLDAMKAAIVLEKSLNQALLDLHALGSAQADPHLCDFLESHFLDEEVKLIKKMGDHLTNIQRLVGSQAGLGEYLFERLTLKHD
#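 Horse-spleen apoferritin (10 uM) in 50% saturated 1-aminoanthracene in PBS was incubated 10 min at room temperature with compound. Fluorescence (ex 380, em 535 nm) was normalized to free and bound 1-AMA, with concentration-response fitted by a four-parameter Hill equation.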
# BLM inh = qHTS Assay for Inhibitors of Bloom's syndrome helicase (BLM) | RecQ-like DNA helicase BLM (Homo sapiens), P54132 | 350,000 tested, 0.2% active | AID 2528, 2010 | recombinant BLM DNA unwinding, fluorescence dequenching | Potency, µM (titrated, usually from 56.1 µM), inactives show top-dose activity change, negative = inhibition, usual class: inhibitors;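 further: potency means the concentration at half of the fitted maximal effect; plate controls were vehicle for no effect and no enzyme for full effect; nearly all actives have a fitted effect of over 35% in size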
# ERG-DNA inh = qHTS for Small Molecule Inhibitors of the ERG Ets/DNA interaction; fluorescence polarization, His-ERG Ets domain / labelled DNA; Transcriptional regulator ERG (Homo sapiens), P11308; 370,000 tested, 0.028% active; Potency, µM (highest dose often 76.9 µM), for the others: at the top dose FP activity, negative = inhibition, actives largely listed as inhibitors; active means well fitted inhibition curve with a large enough effect in the polarisation, with a control signal flat; inconclusive means small, poorly fitted or top-dose-only effect, or effect the other way, or a change in a side signal; inactive means no such curve, though single readings can be large or run the other way; the % refers to the polarisation;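 further: polarization taken with two DNA probes labelled with fluorescein and Texas red; potency means the concentration at half of the fitted maximal effect; % of control where 0% means no effect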
# Target sequence (P11308 whole entry, looked up, the tested form may be a part): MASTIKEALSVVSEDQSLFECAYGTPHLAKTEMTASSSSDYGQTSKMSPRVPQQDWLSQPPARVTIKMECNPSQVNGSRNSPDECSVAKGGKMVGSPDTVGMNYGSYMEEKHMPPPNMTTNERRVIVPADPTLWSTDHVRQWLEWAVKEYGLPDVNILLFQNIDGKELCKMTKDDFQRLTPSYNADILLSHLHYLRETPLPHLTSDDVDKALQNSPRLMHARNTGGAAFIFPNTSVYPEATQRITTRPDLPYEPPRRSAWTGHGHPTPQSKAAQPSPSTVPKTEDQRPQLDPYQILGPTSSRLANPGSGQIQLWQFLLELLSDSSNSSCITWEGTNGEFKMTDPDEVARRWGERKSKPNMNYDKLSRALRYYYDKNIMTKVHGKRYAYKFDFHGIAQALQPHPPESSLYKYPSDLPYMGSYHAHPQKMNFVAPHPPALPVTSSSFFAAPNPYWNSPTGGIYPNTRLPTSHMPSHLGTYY
#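 His-tagged ERG Ets domain (1 uM in the protein solution; 300mM KCl, 50mM Tris-HCl, 1mM EDTA, 1mM DTT, pH 7.5) received compound, then a probe mix of 5 nM fluorescein-DNA and 100nM Texas-615-DNA. Fluorescence polarization was read for both dyes.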
# TRHR ag = qHTS for Small Molecule Agonists and Allosteric Enhancers of Human TRH Receptor: Primary Screen for Agonists; TRHR cells, calcium flux fluo-8, FDSS agonist mode; Thyrotropin-releasing hormone receptor (Homo sapiens), P34981; AID 493084, 2011; activation, % at 2 µM; 360,000 tested, 0.18% active; in the data active means activation above about 30%; further: 0% is about no effect
#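 Agonist-mode FDSS calcium read (Ex 480/Em 530, 1 s cycles) in 1536-well TRHR cells with fluo-8 dye, after 10-cycle baseline and 23 nL compound addition; TRH at EC20 (10 nM final) added afterwards for the enhancer phase.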
# Pol beta inh = qHTS Assay for Inhibitors of DNA Polymerase Beta; 340,000 tested, 1.3% active; P06746; Pol beta primer extension/strand displacement, fluorescence kinetic; AID 485314, 2010; Potency, µM (top dose mostly 114 µM), without a hit: top-dose activity change, negative = inhibition, actives largely listed as inhibitors; further: potency means the concentration at half of the fitted maximal effect; on the % scale 0 is the no-effect control and ±100 the full control effect
#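 10 nM enzyme + cpd, 15 min RT; start with substrate 50 nM final; read 0 min and after 10 min RT. Corrected, normalized data; 4-parameter Hill curve fit.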
# APEX1 inh = qHTS Assay for Inhibitors of the Human Apurinic/apyrimidinic Endonuclease 1 (APE1). Potency, µM (highest dose often 65.8 µM), for inactives: at the top dose activity change, negative = inhibition, actives largely listed as inhibitors. AID 2517, 2012. recombinant APE1, TAMRA/BHQ-2 abasic DNA cleavage fluorescence. 350,000 tested, 0.35% active. DNA repair nuclease/redox regulator APEX1 (Homo sapiens), P27695;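 further: potency means the concentration at half of the fitted maximal effect; plate controls were vehicle for no effect and reference inhibitor for full effect; nearly all actives have a fitted effect of over 55% in size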
# Target sequence (P27695 whole entry, looked up): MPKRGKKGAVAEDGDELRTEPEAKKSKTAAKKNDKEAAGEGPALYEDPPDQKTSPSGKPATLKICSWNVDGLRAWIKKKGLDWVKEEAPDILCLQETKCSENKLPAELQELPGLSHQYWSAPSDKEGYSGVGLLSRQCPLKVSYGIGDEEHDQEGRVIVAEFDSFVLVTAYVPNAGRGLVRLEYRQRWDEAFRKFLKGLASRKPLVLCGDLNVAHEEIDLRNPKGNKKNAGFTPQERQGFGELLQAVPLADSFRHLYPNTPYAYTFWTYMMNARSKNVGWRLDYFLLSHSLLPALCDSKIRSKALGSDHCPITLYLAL
#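 Incision of a quenched TAMRA/BHQ-2 THF abasic-site duplex (50 nM) by 0.75 nM APE1, after 15 min compound preincubation, measured as fluorescence increase over three 60 s reads. Values normalized to buffer, DMSO and NSC13755 control wells.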
# Starred values were filed as active, the others as inactive; ? = inconclusive; . = no result given; & = joins results of further samples; [ ] = dose if it differs, or a comment. Unless noted, the call rests on the fitted dose curve; in most records, active means well fitted curve in the direction sought with a large enough effect; inconclusive means small, poorly fitted or top-dose-only effect, or another doubt; inactive means no such curve, though single readings can be large; an effect the other way counts as inactive or inconclusive.
SMILES | 12-LOX inh | Pol iota inh | POLK inh | Anesthetic bind | BLM inh | ERG-DNA inh | TRHR ag | Pol beta inh | APEX1 inh
Cc1cc2c(cc1Cl)C(c1ccc3c(c1)OCO3)CC(=O)O2 (stereo not drawn) | . | . | -6% | -11%[110 µM] | -1%[75.6 µM] | . | . | . | -1%
O=C(Nc1cc(Cl)ccc1N1CCOCC1)c1ccc(=O)[nH]c1 | -6% | 100%[activator] | -19% | . | . | -5% | . | . | 16%
CCC(C)C(=O)Nc1nc2c(s1)C(=O)CC(C)(C)C2 (stereo not drawn) | -23% | 6% | 6% | -4% | -1% | -5% | -0.4 | 21% | -1%
Cc1ccc(-c2nnc(Nc3ccc(Cl)c(Cl)c3)c3ccccc23)cc1S(=O)(=O)N(C)C | -18% | ? | ? | 61%[activator] | -5% | -13% | -0.9 | 1% | .
CC(C)N(CCCNC(=O)CC1Oc2ccccc2NC1=O)Cc1ccccc1 (stereo not drawn) | 3% | 12% | -12% | -3% | 3% | -2% | 0.0 | 32% | -3%
COc1ccc(Cn2c(=O)c3oc4ccccc4c3n(Cc3ccc(F)cc3)c2=O)cc1 | 0% | 23% | -1% | -1% | -4% | 4% | 0.6 | -1% | .
CCn1cc(C(=O)NCc2ccc(Cl)cc2)c(=O)c2cc(S(=O)(=O)N3CCOCC3)ccc21 | ? | 4% | 9% | -8% | -2% | ? | 0.1 | 4% | -7%
COc1ccc(C2=Nc3ccccc3NC(c3cccs3)=N2)cc1 | 6% | -9% | -22% | -8% | -4% | -2% | -0.1 | 0% | .
O=S(=O)(/C=C/c1ccccc1)N1CCN(Cc2ccc3c(c2)OCO3)CC1 | -5% | ? | -16% | -18% | -1% | 0% | -0.9 | -6% | -4%
COc1ccc(S(=O)(=O)N(C)C[C@H]2Oc3c(NC(=O)C4CC4)cccc3C(=O)N([C@H](C)CO)C[C@@H]2C)cc1 | -19% | ? | -1% | . | . | -7% | . | . | 7%
O=C(CSc1ccc2nc(-c3ccccc3)cn2n1)Nc1ccccc1C(F)(F)F | -49% | 4% | -7%[60.1 µM] | 7% | 1% | -1% | -0.5 | 16% | .
Cc1cccc(N2CC(C(=O)OCC(=O)c3ccc(OC(=O)c4cccs4)cc3)CC2=O)c1C (stereo not drawn) | 11% | ? | -19% | ? | -3% | 1% | -0.2 | 26% | -2%

# 4 entries from above, with values under each structure.
# Order of values: 12-LOX inh	Pol iota inh	POLK inh	Anesthetic bind	BLM inh	ERG-DNA inh	TRHR ag	Pol beta inh	APEX1 inh
- O=S(=O)(/C=C/c1ccccc1)N1CCN(Cc2ccc3c(c2)OCO3)CC1
 : -5%	?	-16%	-18%	-1%	0%	-0.9	-6%	-4%
- COc1ccc(S(=O)(=O)N(C)C[C@H]2Oc3c(NC(=O)C4CC4)cccc3C(=O)N([C@H](C)CO)C[C@@H]2C)cc1
 : -19%	?	-1%	.	.	-7%	.	.	7%
- O=C(CSc1ccc2nc(-c3ccccc3)cn2n1)Nc1ccccc1C(F)(F)F
 : -49%	4%	-7%[60.1 µM]	7%	1%	-1%	-0.5	16%	.
- Cc1cccc(N2CC(C(=O)OCC(=O)c3ccc(OC(=O)c4cccs4)cc3)CC2=O)c1C (stereo not drawn)
 : 11%	?	-19%	?	-3%	1%	-0.2	26%	-2%

# Next entries.
SMILES | 12-LOX inh | Pol iota inh | POLK inh | Anesthetic bind | BLM inh | ERG-DNA inh | TRHR ag | Pol beta inh | APEX1 inh
CCOC(=O)c1cc(C#N)c(N2CCN(C(=O)c3cccc(C(F)(F)F)c3)CC2)nc1C(F)(F)F | 0% | 3% | 0% | ? | -10% | 6% | 1.6 | 10% | 0%
CCc1ccc(C2=NN(CCC(=O)NCc3cccs3)C(=O)CC2)cc1 | 2% | 18% | -7% | -14% | -16% | 0% | 0.3 | 22% | 18%
Cc1cc(C)cc(NC(=O)Cc2c(C(=O)O)c(C)cn2C)c1 | 1% | 27% | -11%[60.1 µM] | -4% | -1% | 2% | -0.3 | 5% | .
COc1ccccc1NC(=O)C(=O)N/N=C(\C)CC(=O)Nc1ccc(OCc2ccccc2)cc1 | -2% | 38%[activator] | -9% | ? | -4% | 5% | -1.0 | -2% | -8%
Cc1ccc2nnnc(-c3ccccc3)c2c1 | -11% | 16% | 2% | 1% | -8% | 2% | -0.2 | -2% | -1%
Cc1nc(N2CCN(c3ccccn3)CC2)c2c(C)c(C(=O)Nc3ccc(F)c(Cl)c3)sc2n1 | 0% | -15% | -2% | 0% | -10% | 4% | 0.6 | 11% | -20%
CCOC(=O)C1CCCN(C(=O)CN2C(=O)NC(C)(c3ccc4ccccc4c3)C2=O)C1 (stereo not drawn) | 16% | 21% | -14% | . | . | -6% | -0.1 | . | 29%
COc1ccc(CCN(C)CC(=O)Nc2c(C)cc(C)cc2C)cc1OC | ? | ? | -7% | 2% | -3% | -1% | 0.2 | 60% | 10%
CCOc1ccccc1/C=C(/NC(=O)c1ccccc1)C(=O)N1CCCCC1 | . | -4% | -18% | -8% | 0% | -1% | 0.4 | 1% | 3%
CC(=O)Nc1ccc(OCC(O)Cn2cnc3ccccc32)cc1 (stereo not drawn) | 0% | 5% | -12% | -7% | -1% | 2% | 0.5 | 0% | 0%
COc1ccc2cc1Oc1ccc(cc1)CC1c3cc(c(OC)cc3CCN1C)Oc1c(OC)c(OC)cc3c1C(C2)N(C)CC3 (stereo not drawn) | . | . | -17%[60.1 µM] | -3% | 76%[activator] | . | . | . | 2%
Cc1cc(NC(=O)CSc2nc3ccccc3n2CC(=O)N2CCCCC2)no1 | 17% | -2%[58.9 µM] | -10% | 5% | 0% | -3% | 0.3 | 2% | 1%

# (listing goes on)
SMILES,12-LOX inh,Pol iota inh,POLK inh,Anesthetic bind,BLM inh,ERG-DNA inh,TRHR ag,Pol beta inh,APEX1 inh
Cc1nc(-c2ccc(S(=O)(=O)N(C)Cc3ccccc3)cc2)co1,-4%,2%,-12%[60.1 µM],-9%,-4%,0%,-0.1,-1%,.
C(=NN1CCCCCC1)c1ccc2ccccc2n1,?,-11%,2%,.,.,0%,.,.,.
CN(C)Cc1c[nH]c2nc[nH]c(=O)c12,16%,31%[activator],-9%,.,.,-13%,.,.,.
CC1(C)Cc2ccccc2C(=NCC(=O)O)N1,?,13%,-14%,-4%,-11%,0%,1.0,-14%,20%
COc1ccc(N2CCN(C(=O)CCS(=O)(=O)c3ccc4c(c3)NC(=O)CO4)CC2)cc1,-5%,9%,3%,-7%,-1%,11%,0.3,23%,22%
COc1ccccc1NC(=O)CSc1nnc(-c2ccc(NC(C)=O)cc2)n1C,?,1%,-5%,-20%,-6%,-9%,1.0,51%,14%
CCOc1cc(C2CC(=O)NC3=C2C(=O)C(C(=O)OC)C(C)C3)cc(Cl)c1O (stereo not drawn),-6%,0%,-14%,-17%,0%,-6%,0.1,-21%,-3%
COc1ccccc1-c1nc(C#N)c(N2CCN(Cc3ccccc3)CC2)o1,407%&18%[activator],-2%,-8%,-6%,-4%,11%,-0.9,-8%,3%
Cc1ccc(CCNc2ncnc3onc(-c4ccc(F)cc4)c23)cc1,0%,8%,-5%,-12%,-8%,-1%,-0.4,-19%,.
Cc1ccc(S(=O)(=O)NNC(=O)c2ccccc2-n2cccc2)cc1,?,-7%,-5%,-1%,-4%,-8%,0.4,?,15%
CCOCCCNC(=O)C1CCN(c2cc(C)nc3c(-c4ccc(Cl)cc4)c(C)nn23)CC1,-8%,16%,-7%,-5%,-3%,-3%,0.1,18%,.
CC(=O)Nc1cccc(-c2nnc(-c3ccccc3)o2)c1,0%,10%,-2%,-2%,7%,-3%,0.2,-12%,6%
COc1ccccc1CNC(=O)C(NS(=O)(=O)c1cccs1)C(C)C (stereo not drawn),-10%,-1%,-1%,-11%,-3%,-10%,-0.9,-27%,.
CCCC(=O)Nc1cccc(-c2cn3ccsc3n2)c1,0%,2%,-9%,-6%,-2%,1%,3.5,37%,20%
Cc1[nH]n(-c2ccccc2)c(=O)c1C=Nc1ccc(S(=O)(=O)Nc2nccs2)cc1,-1%,?,-11%[60.1 µM],-18%,-1%,5%,0.2,-13%,0%
Cn1ncc(Cl)c1C(=O)N1CCN(c2ccccc2)CC1,?,-11%,-1%,-4%,-1%,2%,0.7,2%,16%
Cc1ccccc1CS(=O)(=O)Cc1ccc(C(=O)NCC2CCCO2)o1 (stereo not drawn),11%,13%,-6%,-12%,0%,-10%,-2.4,22%,0%
O=C1CC(c2ccccc2)c2cc(O)ccc2O1 (stereo not drawn),-22%,0%,-7%,8%,1%,.,-0.1,32%,-1%
CCCCOc1ccc(NC(=O)CSc2nnnn2C)cc1,-7%,-6%,-7%,-21%,4%,.,-0.3,32%,-3%

# Only part of the results is shown, so the mix of outcomes need not match the whole.
